# GAA inh = blocks human lysosomal alpha-glucosidase; purified human GAA, 4-MU-alpha-glucoside fluorescence; Potency, µM (titrated, usually from 76.9 µM), for the others: at the highest dose activity change, negative = inhibition, most hits filed as inhibitors; 200,000 compounds, 0.005% hits; AID 1466;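 also: plate controls were uninhibited enzyme wells for no effect and no-enzyme background for full effect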
#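 Endpoint fluorogenic read: 20 min room-temperature reaction of 4 nM human alpha-glucosidase with 400 uM 4-methylumbelliferyl-alpha-D-pyranoside, pH 5.0, quenched with 1M NaOH/1M glycine pH 10. AC50 from Hill modeling.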
# Tau ThT inhib = inhibitors of human tau fibril formation, thioflavin T binding. recombinant tau K18 P301L, heparin-induced fibrillization, ThT fluorescence. Potency, µM (doses to about 57.4 µM), for inactives: at the top dose activity, negative = inhibition, most hits filed as inhibitors. 270,000 compounds, 2.1% hits. AID 1460; also: % is scaled to controls: 0 for no effect and ±100 for the full control effect; nearly all actives have a fitted effect of over 55% in size
# Target sequence (P10636 561-689 P618L limits assumed): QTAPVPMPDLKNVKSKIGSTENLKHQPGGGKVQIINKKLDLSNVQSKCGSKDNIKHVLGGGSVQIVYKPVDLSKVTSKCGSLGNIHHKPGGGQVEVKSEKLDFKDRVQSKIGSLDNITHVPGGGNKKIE
#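 ThT emission at 510 nm, taken 1 hr after adding 30 uM dye, quantifies aggregates formed when 20 uM heparin acts on human tau K18 P301L for 6 hr at 37 C.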
# Tau fluor cs = counter-screen for tau fibril formation inhibitors. Potency, µM (highest dose often 57.7 µM), for inactives: at the highest dose activity change, negative = decrease. AID 1463. tau K18 P301L (four-repeat tau fragment) Alexa594 fluorescence, heparin fibrillization. 280,000 compounds, 0.93% hits; also: % is scaled to controls: 0 for no effect and ±100 for the full control effect; nearly all actives have a fitted effect of over 55% in size
#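 Human K18 P301L tau (15 uM unlabeled plus 0.24 uM Alexa 594-labeled, final) in 100 mM sodium acetate pH 7 was mixed with compound and 20 uM heparin and incubated 6 hr at 37 C.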
# GAA glycogen = GAA glycogen-cleavage inhibition or activation. recombinant GAA, glycogen substrate, Amplex Red glucose oxidase fluorescence. Potency, µM (doses to about 76.4 µM), for the others: at the highest dose activity change, negative = inhibition, actives largely listed as inhibitors. P10253. 300,000 compounds, 0.38% hits;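 also: 0% = full enzyme reaction and -100% = no-enzyme basal signal; the screen sought inhibitors and activators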
#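 Recombinant human enzyme (4 nM); glycogen substrate; 37 C, 40 min, pH 5.0. Readout: coupled glucose oxidase/Amplex Red fluorescence.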
# aGlu spleen mod = lysosomal alpha-glucosidase (human) modulation. P10253. human spleen homogenate, 4-MU-alpha-glucoside fluorescence. Potency, µM (top dose mostly 79.9 µM), for inactives: at the highest dose activity change, negative = inhibition, most hits filed as inhibitors. 240,000 compounds, 0.006% hits. AID 2112;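 also: 0% = enzyme with vehicle and -100% = no enzyme basal signal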
#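 Compounds were titrated against alpha-glucosidase in spleen homogenate at pH 5.0, with 1 mM 4-methylumbelliferyl substrate for 40 min at 37 C. Reactions were quenched with pH 10 NaOH/glycine and fluorescence measured.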
# aGal spleen mod = inhibits or activates alpha-galactosidase in human spleen homogenate; AID 2107; 240,000 compounds, 0.008% hits; P06280; Potency, µM (top dose mostly 80 µM), without a hit: at the highest dose activity change, negative = inhibition, most hits filed as inhibitors; human spleen homogenate, 4MU-alpha-Gal fluorescence, 40 min;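 also: 0% = enzyme with vehicle and -100% = no enzyme basal signal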
# Target sequence (P06280 32-429 limits assumed): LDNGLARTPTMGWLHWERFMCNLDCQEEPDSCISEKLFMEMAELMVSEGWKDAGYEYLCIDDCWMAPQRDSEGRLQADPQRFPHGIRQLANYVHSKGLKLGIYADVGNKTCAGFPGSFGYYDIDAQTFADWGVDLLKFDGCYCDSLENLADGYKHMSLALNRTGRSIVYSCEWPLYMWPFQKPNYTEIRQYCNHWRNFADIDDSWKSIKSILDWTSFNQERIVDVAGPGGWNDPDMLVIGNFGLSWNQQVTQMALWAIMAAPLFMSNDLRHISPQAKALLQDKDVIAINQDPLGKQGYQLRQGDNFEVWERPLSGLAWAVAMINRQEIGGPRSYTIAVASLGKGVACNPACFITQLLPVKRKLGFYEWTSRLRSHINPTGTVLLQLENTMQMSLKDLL
#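 qHTS titration in buffer at pH 5.0. Alpha-galactosidase activity in spleen homogenate was measured via 4-methylumbelliferone release from 1 mM fluorogenic substrate after 40 min at 37C and a pH 10 stop. AC50 came from Hill fits of control-normalized data.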
# HTT ATP protect = protects HTT-Q103 PC12 cells, measured by ATP; Potency, µM (highest dose often 56.4 µM), for inactives: cytoprotection (ATP increase), actives largely listed as activators; 230,000 compounds, 0.14% hits; PC12 HTT-Q103 induced, cytoprotection, ATP luminescence, 40 h;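 also: % of control where 0% means no effect; nearly all actives have a fitted effect of over 45% in size; toxic huntingtin expression switched on by the ecdysone agonist tebufenozide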
#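 ATP quantification (ATPlite) reports survival of PC12 cells in which tebufenozide, 100 nM final, switches on Htt exon 1 with 103 glutamines linked to GFP; compounds are titrated.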
# Tau FP inhib = blocks human tau fibril formation measured by polarization. Potency, µM (titrated, usually from 57.7 µM), for the others: top-dose activity, negative = inhibition, actives largely listed as inhibitors. K18 P301L tau heparin fibrillization, Alexa594 FP, 6 h. AID 1468. 280,000 compounds, 0.39% hits; also: % is scaled to controls: 0 for no effect and ±100 for the full control effect; nearly all actives have a fitted effect of over 55% in size
#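 Human tau K18 […] P301L fragment, 15 uM unlabeled plus 0.24 uM Alexa 594-labeled tau (final), with compound and 20 uM heparin in 100 mM sodium acetate pH 7; 6 hr at 37 C, then Alexa 594 FP read.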
# An asterisk follows results filed as active; ? = inconclusive; / = no result given; & = joins results of further samples; [ ] = another dose, or the depositor's remark. Calls follow the shape of the dose curve; as a rule, active = well fitted curve in the direction sought with a large enough effect; inconclusive = small, poorly fitted or top-dose-only effect, or another doubt; inactive = no such curve, though single readings can be large; an effect the other way counts as inactive or inconclusive. Potency is read from the fitted curve at half-maximal effect.
SMILES,GAA inh,Tau ThT inhib,Tau fluor cs,GAA glycogen,aGlu spleen mod,aGal spleen mod,HTT ATP protect,Tau FP inhib
Cc1cc(=O)oc2cc(OCC(=O)OCC(=O)Nc3ccc4ccccc4c3)ccc12,-4.2%,4.0%,-3.6%,-3.4%,11.9%,-1.6%,35.2%[10 µM],-2.3%
CC1CCCCC1NC(=O)Cn1nnc(-c2ccc(Cl)cc2)n1 (stereo not drawn),4.3%,0.1%,-0.1%,0.9%,-2.5%,-3.1%,-26.0%[10 µM],-6.7%
O=[N+]([O-])c1ccc2c(c1)ncn2-c1ccccc1,-3.7%,-12.2%,-14.8%,6.6%,0.1%,1.3%,/,-5.1%
CC(OC(=O)c1cccs1)C(=O)NCc1ccco1 (stereo not drawn),-6.4%,-3.2%,1.3%,8.4%,-11.7%,2.1%,1.8%[10 µM],0.8%
CCOC(=O)c1nn(-c2ccc3c(c2)CCN3C(C)=O)cc1O,5.7%,-9.1%,-6.9%,-0.5%,-0.2%,-6.3%,-88.9%[inhibitor][10 µM],-2.4%
COc1ccc(OC)c(Nc2nc(-c3ccccc3O)nc3ccccc23)c1,-6.9%,6.2%,?,-5.6%,-3.6%,0.9%,-40.1%[inhibitor],-14.1%
O=c1c2ccccc2c2ccccc2c(=O)n1-c1ccccc1,?,4.4%,3.2%,12.9%,-3.4%,-2.3%,-22.1%[10 µM],6.0%
CCOC(=O)c1c(C)nc2sc(C(=O)Nc3ccccc3)c(N)c2c1-c1ccc(OC)cc1,0.7%,?,-28.7%,-10.6%,2.6%,8.2%,-72.2%[inhibitor],-6.3%
CCOc1ccc(Nc2ncnc3c2nc2n3CCCCC2)cc1,/,?,-26.6%,-8.3%[76.3 µM],/,/,/,5.2%
COc1ccc(-c2cc(C(F)(F)F)c(C#N)c(SCC(=O)Nc3ccc(C)cc3)n2)cc1,-6.7%,12.4%,6.3%,8.3%,-1.0%,12.4%,4.1%,10.4%
Cc1ccccc1NC(=O)c1ccccn1,7.4%[15.4 µM],-10.3%,-8.4%,-8.1%,1.2%,5.7%,6.3%[10 µM],-6.1%
CC(C)(C)c1ccc(S(=O)(=O)N2CCCCC2)cc1,?,1.5%,1.4%,12.0%,-0.7%,-0.6%,/,0.0%

# Single records, as listed above. Order of values: GAA inh	Tau ThT inhib	Tau fluor cs	GAA glycogen	aGlu spleen mod	aGal spleen mod	HTT ATP protect	Tau FP inhib
# `CC(C)(C)c1ccc(S(=O)(=O)N2CCCCC2)cc1` across the screens: ?	1.5%	1.4%	12.0%	-0.7%	-0.6%	/	0.0%
# `CCOc1ccc(Nc2ncnc3c2nc2n3CCCCC2)cc1` across the screens: /	?	-26.6%	-8.3%[76.3 µM]	/	/	/	5.2%
# `O=c1c2ccccc2c2ccccc2c(=O)n1-c1ccccc1` across the screens: ?	4.4%	3.2%	12.9%	-3.4%	-2.3%	-22.1%[10 µM]	6.0%
# `O=[N+]([O-])c1ccc2c(c1)ncn2-c1ccccc1` across the screens: -3.7%	-12.2%	-14.8%	6.6%	0.1%	1.3%	/	-5.1%

# Next part.
SMILES,GAA inh,Tau ThT inhib,Tau fluor cs,GAA glycogen,aGlu spleen mod,aGal spleen mod,HTT ATP protect,Tau FP inhib
COc1ccc(C2NC(=O)NC(C)=C2[N+](=O)[O-])cc1OC (stereo not drawn),/,-5.1%,-6.6%,-15.0%,-3.1%,0.6%,-2.8%[10 µM],-6.2%
COc1ccc(NC(=O)C(Cc2ccccc2)n2cccc2)cc1OC (stereo not drawn),/,-13.1%,-26.7%&-27.1%,1.4%,-0.4%,12.3%,-6.2%[10 µM],4.3%&-0.7%
CCCCn1c(CCNC(=O)CC)nc2ccccc21,-1.2%,3.0%,12.6%,4.3%,-4.8%,-9.2%,21.3%[10 µM],10.8%
CCn1c(CCCNC(=O)c2ccc(F)cc2)nc2ccccc21,3.2%,-0.6%,-0.1%,1.8%,3.8%,6.8%,0.3%[10 µM],3.8%
COc1ccccc1N=c1c2c([N+](=O)[O-])cc([N+](=O)[O-])cc2n(O)n1-c1ccccc1OC,-2.7%,-1.4%,-3.4%,1.4%,2.1%,4.5%,?,4.8%
Cc1nn(-c2nc3ccccc3[nH]2)c(N)c1-c1ccccc1,-0.6%,?,?,2.8%,-10.3%,?,-4.2%[10 µM],-4.5%
CCN(CCO)Cc1csc2ccc(Br)cc12,5.9%,0.7%,-3.1%,7.5%,-13.8%,-6.0%,12.5%,8.8%
CCOc1ccc(CC(=O)Nc2sc(Cc3ccccc3)c(C)c2C(N)=O)cc1OCC,-3.9%,?,-21.0%,-2.7%,4.1%,4.0%,-4.7%,-4.8%
COc1cc2c(cc1NC(=O)c1ccccc1F)CCCC2,-14.2%,-10.4%,-15.2%,8.3%,-0.5%,-4.7%,19.7%[0.074 µM],-11.2%
COc1ccc(CCNC(=O)COc2ccc(N(C)S(=O)(=O)c3ccc(Cl)cc3)cc2)cc1,4.0%,-6.6%,-9.9%,-0.1%,-2.5%,1.5%,-5.2%[10 µM],2.4%
O=C(c1cc2ccc([N+](=O)[O-])cc2oc1=O)N1CCOCC1,?,-8.5%,-2.1%,5.7%,/,7.8%,-26.7%,-9.3%
CC(=O)CCc1ccc(OCCCCN2CCC(Cc3ccccc3)CC2)cc1,-15.2%,0.9%,2.7%,-1.3%,-5.8%,3.0%,-13.0%,-0.8%
O=C1CC(c2ccc(F)cc2)c2c(c3ccccc3[nH]c2=O)O1 (stereo not drawn),/,-16.9%,-15.8%,13.4%[76.3 µM],/,/,/,-4.0%
COc1c(N2CCN(C(=S)Nc3ccc(F)cc3)C(C)C2)c(F)cc2c(=O)c(C(=O)O)cn(C3CC3)c12 (stereo not drawn),6.9%,5.5%,-1.5%,-3.0%,-12.9%,1.1%,-14.9%,-1.2%
Cc1[nH]c2ccccc2c1C(=O)CSc1cccc[n+]1[O-],/,4.3%,8.8%,2.5%,-4.4%,-3.4%,11.5%[10 µM],0.0%
CCN(c1ccccc1)C1(O)C(=O)c2ccccc2C1=O,2.9%,-7.7%,-11.8%,-3.7%,-2.6%,3.6%,-32.3%[inhibitor],-3.2%
Nc1nnnn1CC(=O)N/N=C/C=C/c1ccccc1,/,9.8%,4.1%,3.1%,-0.5%,7.8%,0.3%[10 µM],3.5%
O=C(CSc1nnc(SCc2cccc3ccccc23)s1)N/N=C/c1c[nH]c2ccccc12,0.0%,-14.6%,3.55µM*[quencher],-4.8%,-3.2%,-0.4%,11.9%[10 µM],14.3%
C=CCOc1ccc(-c2nc3c(c(=O)[nH]c(=O)n3CCCC)n2C)cc1OC,11.3%,-3.9%,-1.4%,13.1%,1.2%,-9.3%,-1.4%[10 µM],0.3%
Cc1[nH]n(-c2ccc(Cl)cc2)c(=O)c1C(=O)c1ccccc1,-5.7%,-10.5%,-11.0%,12.5%,3.7%,-3.3%,9.8%[10 µM],?
O=C(O)C(O)c1ccco1 (stereo not drawn),0.5%,-6.8%,7.0%,-1.8%,-3.6%,0.5%,-6.2%[10 µM],2.9%
C=CCNC(=O)C1COc2ccccc2O1 (stereo not drawn),/,6.2%,6.2%,1.6%,-17.3%,-5.5%,8.2%[10 µM],1.7%
O=c1oc2ccc(Cl)cc2cc1-c1ccccc1,-2.3%,3.6%,7.0%,-4.7%,8.2%,11.3%,26.5%[10 µM],-3.1%
C=CCOC(=O)C1=C(C)NC(SCC(=O)Nc2nccs2)=C(C#N)C1c1ccc(Cl)cc1 (stereo not drawn),-3.1%,-17.1%,10µM*[quencher],-5.6%,-10.4%,?,-25.4%,?
Cc1ccc(S(=O)(=O)N2CCN(C(=O)N3CCOCC3)C2c2ccc(N(C)C)cc2)cc1 (stereo not drawn),-4.3%,-8.3%,-3.2%,-5.1%,0.5%,-0.5%,15.9%[10 µM],5.4%
CCOC(=O)C(NC(=O)c1ccc(F)cc1)(Nc1nnc(C)s1)C(F)(F)F (stereo not drawn),0.1%,-1.1%,8.6%,4.4%,-1.7%,-18.1%,1.7%,8.3%
O=C(NCC1COc2ccccc2O1)C1C2C=CC3(CN(Cc4ccccc4Cl)C(=O)C13)O2 (stereo not drawn),-4.3%,0.7%,3.3%,0.4%,3.3%,1.3%,-3.4%[10 µM],3.0%
COc1cccc(-c2noc(-c3ccc(Cl)nc3)n2)c1,-3.5%,?,-15.0%,3.3%,-14.9%,-11.2%,-63.3%[inhibitor],-7.2%
COc1ccccc1N1CCN(/N=C/c2cc(OC)c(OC)c(OC)c2)CC1,2.3%,0.5%,-2.5%,?,-10.6%,-0.5%,7.4%[10 µM],7.1%
Cc1ccc(S(=O)(=O)NCc2ccco2)cc1C,-1.6%,-5.8%,-2.7%,-11.0%,-5.1%,-2.3%,-13.1%,-3.8%
CCOC(=O)c1ccc(NC2=CC(=O)C(=O)c3ccccc32)cc1,13.0%,12.6µM*,?,8.2%,6.4%,-1.5%,-81.7%[inhibitor],-10.3%
NC(=O)N\N=C/C=C/C=C/c1ccc(F)cc1,-8.0%,-17.8%,0.2%,2.5%,1.9%,2.3%,1.1%[10 µM],1.9%
Cc1ccc(S(=O)(=O)N2CCN(C(=O)c3n[nH]c(=O)c4ccccc34)CC2)cc1,?,-2.1%,0.3%,-3.7%,-13.6%,-4.2%,9.0%,11.7%
CCOc1ccc(Nc2nc(Cc3nnc(SCC(=O)c4ccc(C)c(C)c4)o3)cs2)cc1,-5.3%,?,?,?,-0.5%,-0.4%,-15.9%,11.1%
O=C(CCN1C(=O)c2cccc3cccc(c23)C1=O)N1CCOCC1,3.2%,-11.5%,-8.6%,-1.0%,1.9%,4.6%,-48.6%[inhibitor],-1.2%
O=S(=O)(c1ccc(Cl)c(Cl)c1)N1CCc2nc3ccccc3n2CC1,-2.6%,-9.5%,-13.0%,5.1%,-8.5%,2.9%,8.7%[10 µM],-6.4%
O=C(Nc1nnc(S(=O)(=O)N2CCc3ccccc32)s1)c1ccccc1Cl,/,?,-5.1%,11.3%[76.3 µM],/,/,/,-9.5%
